MrgX1 allo act – allosterically activates human MrgX1 receptor signaling; Q96LB2; MrgX1-HEK293, Fluo-4 calcium flux, FDSS; stronger effect = higher value; B-score at 10 µM; 310,000 compounds, 0.63% hits; AID 588675;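 active = plate-corrected calcium response at least 3 library SD above typical, normal starting fluorescence, not activating the receptor alone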;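 note: compound read alongside a low EC10 to EC30 dose of BAM8-22 agonist; peak minus trough fluorescence over baseline measured at the second addition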
SKKanGAS inh – inhibitors of SKKanGAS S. pyogenes growth in kanamycin (SK-promoter or general growth effect); AID 1662; 300,000 compounds, 1.3% hits; BacTiter-Glo, 6 h; inhibition, % at 7.5 µM;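 active = mean replicate score, as percent of positive control median, at least 50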;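 note: strain carries kanamycin resistance gene driven by streptokinase promoter and grows in 40 µg/ml kanamycin; loss of luminescence reflects streptokinase promoter inhibition or plain growth inhibition; 0% = median of DMSO wells and 100% = positive control at its reference dose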
Platelet DG rel – platelet dense granule release activity. inhibition, %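 (compounds screened at 7.5 µM in platelet-rich plasma)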. human platelet-rich plasma, SFLLRN dense granule ATP release, luminescence. 300,000 compounds, 0.22% hits. AID 1663;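 active = mean replicate score, as percent of positive control, at or above 50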
HIF activator – HIF pathway transcriptional activation; U2OS HRE-luciferase reporter, luminescence; normalized: DMSO 0%, desferrioxamine 100%; activation, % at 7.5 µM (by protocol); 300,000 compounds, 0.32% hits;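 active = mean activation of at least 10% of the iron chelator positive control signal, with at least half of replicates also reaching 10%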
TRPC6 inhibitor – blocks the mouse TRPC6 cation channel. 310,000 compounds, 1.1% hits. Q61143. HEK293-TRPC6, membrane potential dye, ACh-evoked depolarization; stronger effect = lower value. B-score at 10 µM;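 active = B-score under library mean minus 3 SD, initial fluorescence not abnormally high, positive integrated signal ratio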;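 note: B-score derived from integrated fluorescence ratio over the kinetic read; more negative B-score means stronger inhibition of depolarization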
Target sequence (Q61143 whole entry, looked up): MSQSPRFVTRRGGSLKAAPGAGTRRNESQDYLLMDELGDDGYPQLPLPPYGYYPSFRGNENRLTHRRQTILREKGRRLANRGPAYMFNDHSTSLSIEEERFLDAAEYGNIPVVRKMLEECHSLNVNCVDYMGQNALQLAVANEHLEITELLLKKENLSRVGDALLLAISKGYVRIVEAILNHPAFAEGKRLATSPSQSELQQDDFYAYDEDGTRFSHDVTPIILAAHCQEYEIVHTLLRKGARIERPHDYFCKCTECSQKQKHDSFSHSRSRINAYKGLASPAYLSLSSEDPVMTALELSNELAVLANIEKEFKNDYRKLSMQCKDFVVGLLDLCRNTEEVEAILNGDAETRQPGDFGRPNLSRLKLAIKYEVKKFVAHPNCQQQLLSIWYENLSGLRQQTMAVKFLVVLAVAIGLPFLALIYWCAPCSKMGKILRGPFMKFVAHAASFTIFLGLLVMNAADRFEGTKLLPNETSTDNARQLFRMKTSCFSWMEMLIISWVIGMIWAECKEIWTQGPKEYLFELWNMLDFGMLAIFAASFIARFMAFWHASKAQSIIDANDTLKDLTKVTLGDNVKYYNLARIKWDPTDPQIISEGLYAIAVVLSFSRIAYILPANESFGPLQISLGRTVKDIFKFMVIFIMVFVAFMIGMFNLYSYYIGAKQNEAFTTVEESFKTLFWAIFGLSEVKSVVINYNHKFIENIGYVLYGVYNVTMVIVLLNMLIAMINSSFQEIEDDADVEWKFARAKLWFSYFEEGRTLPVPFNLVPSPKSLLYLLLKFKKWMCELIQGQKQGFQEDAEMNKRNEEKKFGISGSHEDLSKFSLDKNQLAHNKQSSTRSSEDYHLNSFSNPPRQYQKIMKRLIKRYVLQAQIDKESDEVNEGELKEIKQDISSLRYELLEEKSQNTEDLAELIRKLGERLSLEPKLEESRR
RGS4 act – RGS4 potentiation or activation; HEK293 M3R/inducible RGS4, carbachol calcium flux Fluo4; stronger effect = lower value; B-score at 10 µM; 310,000 compounds, 0.92% hits; AID 463111;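 active = B-score of the integrated calcium signal more than 4 SD below the library mean, with starting fluorescence not abnormally high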;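 note: negative B-score means reduced calcium response which marks RGS4 activation or potentiation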
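test system = M3R-expressing HEK293 line, RGS4 induced by doxycycline | probe or stimulus = carbachol at ECmax as muscarinic agonist stimulus | timing = dye loading 30 min 37 °C, buffer rest 30 min RT | signal = calcium dye Fluo4 fluorescence | evaluation = B score from integrated fluorescence ratio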
TRPC4 block – inhibitors of mouse TRPC4 channel; AID 2247; Q9QUQ5; B-score at 10 µM; HEK293 TRPC4beta/mu-opioid, DAMGO-evoked Fluo4 calcium flux; stronger effect = lower value; 300,000 compounds, 0.39% hits;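 active = B-score over 3 SD under the library average, no early fluorescence shift, positive overall ratio signal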
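Assay system: Stable TRPC4beta/mu-opioid receptor HEK293 cells | Reagent: DAMGO in two steps, submaximal then maximal | Compound dosing: Single concentration per test compound | Signal: Fluo4 Ca2+ flux fluorescence | Evaluation: Per-well B score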
RGS4 block – inhibitors of human RGS4; 310,000 compounds, 0.45% hits; HEK293 M3R/RGS4 inducible, Fluo-4 calcium flux; stronger effect = higher value; triggered by carbachol at its EC20; AID 463165; B-score at 10 µM; P49798;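 active = B-score, a plate-corrected calcium signal, over three deviations above library mean, with baseline fluorescence within five deviations of library mean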;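 note: RGS4 expression induced by doxycycline in cells with stable M3 receptor; B-score is computed from the integrated fluorescence ratio over baseline after carbachol; higher B-score means a larger calcium signal and so more RGS4 inhibition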
TRPC6 activator – activates the mouse TRPC6 cation channel | Q61143 | HEK293-TRPC6 membrane potential dye fluorescence; stronger effect = higher value | B-score at 10 µM | 310,000 compounds, 0.13% hits;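 active = B-score of the integrated fluorescence ratio above library mean plus 3 SD, and starting fluorescence ratio within library mean plus 5 SD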;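 note: higher score means more depolarization so channel activation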
MrgX1 antag – blocks BAM8-22 activation of human MrgX1 receptor; Q96LB2; MRGX1-HEK293 calcium flux, Fluo-4, BAM8-22 antagonism; stronger effect = lower value; B-score at 10 µM; 310,000 compounds, 1.3% hits; AID 588676;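 active = calcium-response B-score plate-corrected more than 3 library SD below zero, starting fluorescence within 5 deviations, no agonist response on first addition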;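 note: peak minus trough fluorescence over baseline after final BAM8-22 challenge near maximal dose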
MrgX1 agonist – activates human MrgX1 receptor signaling; B-score at 10 µM; 310,000 compounds, 0.44% hits; MrgX1-HEK293 cells, Fluo-4 calcium fluorescence, agonist mode; stronger effect = higher value; Q96LB2;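 active = calcium response B-score plate-corrected fluorescence ratio at least 3 library SD, with starting fluorescence B-score inside 5 SD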
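Assay system: MrgX1-expressing HEK293 cells / Amount: fifteen thousand cells per well / Doses: test compound in the initial addition of three / Timing: cells plated overnight, dye loaded 0.5 h 37 °C, 0.5 h room temperature / Technique: kinetic calcium dye fluorescence, Fluo-4 NW / Control set: positive and negative controls per plate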
An asterisk follows results filed as active; i = inactive; nt = not tested or not shown.

structure	MrgX1 allo act	SKKanGAS inh	Platelet DG rel	HIF activator	TRPC6 inhibitor	RGS4 act	TRPC4 block	RGS4 block	TRPC6 activator	MrgX1 antag	MrgX1 agonist
O=C(CN1C(=O)CC(c2ccccc2)S(=O)(=O)c2ccccc21)NC1CCCC1 (centres undefined)	i	-9.5	-1.6	-0.8	i	i	i	i	i	i	i
CC(O)[C@H]1CC[C@H]2[C@@H]3CC[C@H]4C[C@@H](O)CC[C@]4(C)[C@H]3/C(=N/O)C[C@]12C (some centres undefined)	i	0.5	-4.3	-1.4	i	i	i	i	i	i	i
Cn1nc(-c2ccc(OCC(N)=O)cc2)c2ccccc2c1=O	i	10.0	1.1	-0.1	i	i	i	i	i	i	i
Cc1ccc(C(=O)Nc2ccc(C(=O)O)cc2)cc1S(=O)(=O)Nc1cccc([N+](=O)[O-])c1	i	10.5	-1.2	-0.1	i	i	i	i	i	i	i
CCOc1ccccc1NC(=O)NC1(C(=O)N2CCOCC2)CCCCC1	i	-3.5	3.9	0.6	i	i	i	i	i	i	i
COc1ccc(C(=O)/C=C/c2cccs2)c(OC(=O)N2CCOCC2)c1	i	-16.2	0.8	-0.2	i	i	i	i	i	i	i
CC(C)CCn1c(Cl)nc2c1c(=O)n(C)c(=O)n2C	i	7.9	-4.9	-0.2	i	i	i	i	i	i	i
CCOc1cc(/C=C2\NC(=O)NC2=O)cc([N+](=O)[O-])c1O	i	-7.4	7.2	-0.3	i	i	i	i	i	i	i
Cn1c(SCC(=O)NCC2CCCO2)nc2c(c1=O)SCC2 (centres undefined)	i	6.4	-11.8	0.0	i	i	i	i	i	i	i
O=C(CSc1nc(-c2ccc(Cl)cc2)[nH]c(=O)n1)Nc1cccc(Cl)c1	i	58.5*	-2.0	0.4	i	i	i	i	i	i	i
CCN(CC)c1ccc(NC(=O)c2cncc(Br)c2)cc1	i	-1.0	4.1	0.1	i	i	i	i	i	i	i
CC(C(=O)N1CCOCC1)c1ccc([N+](=O)[O-])cc1 (centres undefined)	i	-0.6	4.5	-0.2	i	i	i	i	i	i	i
Cc1ccc(-c2nc(CS(=O)CC(=O)NCCC(C)C)c(C)o2)cc1 (centres undefined)	i	-8.3	-0.2	0.4	i	i	i	i	i	i	i
CC(=O)OCCN(CCOC(C)=O)c1c(C)[nH]c(=O)[nH]c1=O	i	2.1	-2.5	0.0	i	i	i	i	i	i	i
O=C(Nc1cccnc1)c1cccs1	i	-1.7	-8.3	-0.2	i	i	i	i	i	i	i
Cc1ccc2oc(=O)c3cc(C(=O)NCCN4CCN(C)CC4)sc3c2c1	i	3.5	-1.6	0.3	i	i	i	i	i	i	i
Nc1ccc(N2CCCCC2)c2nonc12	i	5.6	2.8	0.6	i	i	i	i	i	i	i
CN(C(=O)COC(=O)c1cccnc1Nc1ccccc1F)C1CCS(=O)(=O)C1 (centres undefined)	i	4.9	-0.9	0.2	i	i	i	i	i	i	i
CCOC(=O)C(=O)/C(=C\N(C)C)c1onc(-c2c(F)cccc2Cl)c1C(=O)OC	i	1.5	-5.2	-0.8	i	i	i	i	i	i	i
Clc1ccc(Sc2cc(N3CCOCC3)nc(-c3ccccc3)n2)cc1	i	24.0	-2.3	-0.1	i	i	i	7.67*	i	i	i
COc1ccc(C2=NOC3(CC(=O)N(c4ccc(F)cc4)C3=O)C2)cc1 (centres undefined)	i	5.1	-9.4	0.1	i	i	i	i	i	i	i
CCCCNC(=O)c1ccc2c(SCC(=O)O)c3c(nc2c1)CCCC3	i	-4.2	-2.8	-3.6	i	i	i	i	i	i	i
O=C(CSc1nc2ccc(NC(=O)C3CCCCC3)cc2s1)NCC1CCCO1 (centres undefined)	i	-6.1	-9.5	0.9	i	i	i	i	i	i	i
CC1=C(C(=O)OC(C)C)C(c2ccc(O)cc2)NC(=O)N1 (centres undefined)	i	3.1	-2.2	-0.8	i	i	i	i	i	i	i
CCOC(=O)NC1CCS(=O)(=O)C1 (centres undefined)	i	8.3	8.3	1.1	i	i	i	i	i	i	i
Cc1cc(NC(=O)C(C)SCC(=O)Nc2ccc(SC(F)F)cc2)no1 (centres undefined)	i	15.5	-5.4	0.6	i	i	i	i	i	i	i
CC(=O)Nc1cccc(NC(=O)c2ccco2)c1	i	-0.2	-0.1	0.1	i	i	i	i	i	i	i
COC(=O)c1c(NC(=O)c2ccco2)sc2c1CC(C)(C)NC2(C)C	i	0.5	-7.0	-0.3	i	i	i	i	i	i	i
CCN(CC)CCN1C(=O)C(=O)/C(=C(/O)c2ccncc2)C1c1ccccc1F (centres undefined)	i	nt	nt	nt	i	i	i	i	i	i	i
N/C(=N\OC(=O)c1cc([N+](=O)[O-])ccc1Cl)c1cccnc1	i	0.6	0.6	-0.4	i	i	i	i	i	i	i
CC1(C)Cc2c(sc3ncnc(N)c23)CO1	i	-8.8	3.0	-0.2	i	i	i	i	i	i	i
O=C(N/N=C/c1ccccc1)c1ccc(OCc2ccccc2)cc1	i	-14.1	-0.8	1.4	i	i	i	i	i	i	i
COCCNC(=O)c1cc2oc3ccccc3c2n1C	i	-6.8	0.4	5.3	i	i	i	i	i	-5.02*	i
CC1(C)COC(/C=C/c2ccc([N+](=O)[O-])cc2)=N1	i	0.8	1.0	-3.6	i	i	i	5.68*	i	i	i
COc1cc2c(=O)n(Cc3ccco3)c(=O)n(CC(=O)c3cccc(Br)c3)c2cc1OC	i	5.3	2.4	-1.1	i	i	i	i	i	i	i
COc1ccc(-c2nc(NC(=O)c3n[nH]c(=O)c4ccccc34)sc2C)cc1	i	8.6	-5.6	-2.2	i	i	i	i	i	i	i
C=CCn1c(=O)/c(=C2/Sc3ccccc3N2CC)s/c1=C1/C(=O)NN=C1C	i	-1.9	-1.1	-0.1	i	i	i	i	i	i	i
Cc1cc(-c2nc3cccnc3s2)ccc1NS(=O)(=O)c1cccs1	i	13.4	0.9	3.2	i	i	i	i	i	i	i
Cc1ccnc(NS(=O)(=O)c2ccc(NC(=O)c3ccc(Br)o3)cc2)n1	i	nt	2.0	-0.4	i	i	i	i	i	i	i
CN(CC(=O)Nc1cccc(F)c1)C(=O)CN1C(=O)C2CC=CCC2C1=O (centres undefined)	i	nt	-4.0	-0.4	i	i	i	i	i	i	i
Cc1ccc(OCc2nnc(SCc3cc(=O)[nH]c4ccccc34)o2)cc1	i	-20.1	-2.1	-0.3	i	i	i	i	i	i	i
CC(C)=C(NC(=O)c1ccco1)C(=O)NCCc1nc2ccccc2[nH]1	i	-1.5	2.6	0.2	i	i	i	i	i	i	i
COC(=O)Nc1ncc(CN2C(=O)c3ccccc3C2=O)s1	i	-4.8	10.0	nt	i	i	i	i	i	i	i
COc1ccc(C(=O)NCCCN2CCOCC2)cc1S(=O)(=O)N1CCCc2ccccc21	i	7.6	0.5	-0.4	i	i	i	i	i	i	i
Cc1cccc(CNC(=O)Cn2ccc3cc(S(=O)(=O)N4CCCCCC4)ccc32)c1	i	10.4	12.2	nt	i	i	i	i	i	i	i
CCOC(=O)C(=CNc1ccc(C(F)(F)F)cc1)C(=O)OCC	i	2.1	8.7	0.3	i	i	i	i	i	i	i
COCCNc1nc2nonc2nc1N(C)Cc1ccc(C)cc1	i	4.0	1.2	0.7	i	i	i	i	i	i	i
CC12CN3CC(C)(CN(C1)C3c1ccc(Br)cc1O)C2 (centres undefined)	i	2.9	3.6	-1.6	i	i	i	i	i	i	i
COC(=O)c1ccc(CSc2nnc(C)s2)cc1	i	0.1	2.4	2.7	i	i	i	i	i	i	i
COC(=O)c1cc(CSc2nc3ccccc3[nH]2)oc1C	i	10.6	4.4	3.9	i	i	i	i	i	i	i

(next part)
structure	MrgX1 allo act	SKKanGAS inh	Platelet DG rel	HIF activator	TRPC6 inhibitor	RGS4 act	TRPC4 block	RGS4 block	TRPC6 activator	MrgX1 antag	MrgX1 agonist
CC(CCN1C(Nc2ccccc2)=NC[C@@H]1C)c1ccccc1 (some centres undefined)	i	-2.0	-0.4	-0.3	i	i	i	i	i	i	i
CC(C)Oc1cccc(NC(=O)c2cnccc2C(F)(F)F)c1	i	-2.7	-0.9	-0.5	i	i	i	i	i	i	i
Cc1ccccc1N1CCN(C(=O)c2ccccc2NC(=O)C2CC=CCC2C(=O)O)CC1 (centres undefined)	i	2.3	13.6	-0.5	i	i	i	i	i	i	i
O=C1CSC(c2ccco2)N1 (centres undefined)	i	0.0	-16.2	-0.1	i	i	i	i	i	i	i
O=C(Cn1nc2n(c1=O)-c1ccccc1SC2)N/N=C/c1cccnc1	i	-1.0	-4.8	-0.9	i	i	i	i	i	i	i
COc1ccc(-c2noc(CNC(=O)C(C)Oc3ccccc3)n2)cc1 (centres undefined)	i	1.3	0.9	0.1	i	i	i	i	i	i	i
Cc1cccc(CSc2nnc(CCCCCNC(=O)OC(C)(C)C)o2)c1	i	10.3	0.5	-1.2	i	i	i	i	i	i	i
CCOC(=O)C1CCN(c2ccccc2CN2CCN(c3ccccc3OCC)CC2)CC1	i	-4.5	3.2	-0.5	i	i	i	i	i	i	i
CCCCS/C(N)=N/N=C/c1ccccc1O	i	13.1	1.7	1.2	i	i	i	i	i	i	i
CC1CC(C)CN(C(=O)COC(=O)c2nn(C)c(=O)c3ccccc23)C1 (centres undefined)	i	-2.1	nt	0.6	i	i	i	i	i	i	i
CCOC(=O)COc1ccc2c(=O)c(-c3ccccc3OC)coc2c1	i	0.9	11.6	0.3	i	i	i	i	i	i	i
Cc1ccc(Sc2ccc(C(=O)N3CCOCC3)cc2[N+](=O)[O-])cc1	i	-0.4	-10.5	-2.3	i	i	i	i	i	i	i

Assay outcomes: PubChem BioAssay, several laboratories
